# CSN deneddyl inh = inhibitors of human CSN-mediated cullin deneddylation; Q92905; Purified CSN, SCF-Nedd8-OG deneddylation, fluorescence polarization; inhibition, % at 12.5 µM; 360,000 compounds, 0.38% hits; AID 651999;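 active = pattern-corrected inhibition above about 35%, with an unprinted fluorescence ratio check between 0.5 and 1.5, limit read from the data, passing the limit was not always enough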;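 note: 0% = enzyme with substrate and 100% = substrate without enzyme; some results filed as inactive read as strong as hits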
#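 Test system: purified human Csn5 enzyme expressed in HEK293T cells. Amount: 0.24 nM enzyme. Reagent: SCFSkp2-Nedd8OG substrate at 10 nM final. Schedule: 90 min incubation of compound, enzyme and substrate at room temperature. Detection: fluorescence polarization. Read-out: % inhibition of substrate cleavage by Csn5.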
# MLLE-PAM2 inh = blocks PAM2 peptide binding to the PABP1 MLLE domain; AID 588489; inhibition, % at 20 µM; P11940; 360,000 compounds, 0.36% hits; GST-MLLE / FITC-PAM2 fluorescence polarization; in the data active = inhibition above about 35%, passing the limit was not always enough;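 note: plate controls were DMSO wells with GST-MLLE for no effect and wells lacking GST-MLLE protein for full effect; some results filed as inactive read as strong as hits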
# LMPTP block = blocks human LMPTP phosphatase | P24666 | recombinant LMPTP-A, OMFP fluorogenic substrate, fluorescence intensity | inhibition, % at 20 µM | 360,000 compounds, 0.22% hits | AID 651560;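 active = compounds that cut the enzyme signal by at least half of the control window in the single-dose screen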;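 note: plate controls were DMSO wells with enzyme plus substrate for no effect and substrate without enzyme for full effect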
#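 test system = LMPTP-A | amount = 0.625 nM LMPTP-A final | reagent = fluorogenic phosphatase substrate OMFP at 400 µM final | incubation = 50 min at room temperature | benchmarks = no-enzyme low control, uninhibited high control | medium = Bis-Tris pH 6.0, DTT, detergent | signal = fluorescence intensity of OMFP turnover product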
# STEP inh = inhibitors of human striatal-enriched phosphatase STEP | P54829 | inhibition, % at 20 µM | 360,000 compounds, 0.25% hits | recombinant STEP, OMFP fluorogenic substrate, fluorescence;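 active = inhibition at 20 µM, scaled per plate between control wells, above about 37%, limit read from the data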;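 note: 0% = DMSO with enzyme and substrate and 100% = substrate only without enzyme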
# Target sequence (P54829 whole entry, looked up): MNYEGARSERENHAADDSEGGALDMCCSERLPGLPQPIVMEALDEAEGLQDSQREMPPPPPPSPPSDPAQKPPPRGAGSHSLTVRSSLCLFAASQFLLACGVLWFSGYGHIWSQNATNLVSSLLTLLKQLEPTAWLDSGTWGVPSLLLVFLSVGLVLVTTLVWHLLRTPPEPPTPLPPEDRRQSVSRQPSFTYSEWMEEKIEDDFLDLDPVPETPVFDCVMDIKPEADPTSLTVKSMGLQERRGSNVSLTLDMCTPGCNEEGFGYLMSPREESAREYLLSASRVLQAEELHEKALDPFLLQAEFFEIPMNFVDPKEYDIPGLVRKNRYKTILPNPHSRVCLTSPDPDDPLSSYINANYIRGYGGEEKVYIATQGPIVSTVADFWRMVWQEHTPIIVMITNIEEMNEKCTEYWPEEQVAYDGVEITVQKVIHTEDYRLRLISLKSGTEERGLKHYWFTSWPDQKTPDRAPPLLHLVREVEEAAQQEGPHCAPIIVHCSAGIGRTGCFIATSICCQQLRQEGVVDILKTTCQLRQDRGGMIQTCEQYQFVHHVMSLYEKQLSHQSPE
#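 Material: STEP (striatal-enriched tyrosine phosphatase) enzyme, cell-free; Compound dosing: 20 µM single dose in 1% DMSO; Technique: fluorescence read at 480 nm ex / 540 nm em; Times: reaction 20 min, ambient temperature; Medium: 50 mM Bis-Tris pH 6.0 with 2.5 mM DTT and 0.005% Tween 20; Also added: OMFP at 25 µM.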
# TbMetRS inhib = Trypanosoma brucei MetRS inhibition; purified T. brucei MetRS, ATP depletion, Kinase-Glo luminescence; inhibition, % at 11.9 µM; 360,000 compounds, 0.4% hits;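 active = inhibition above a per-plate cutoff of the control wells' mean inhibition plus 3 SD, cut at about 5.5% in these data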;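 note: 0% = DMSO wells median and 100% = median of wells with control inhibitor compound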
#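 technique = Kinase-Glo luminescence, ATP depletion format | system = purified MetRS (methionyl-tRNA synthetase) enzyme from Trypanosoma brucei | timing = 15 min preincubation, 2 h reaction, all 25 °C | evaluation = percent inhibition versus plate control medians | dosing = single dose, 11.9 µM final nominal, 0.9% final DMSO | also added = substrates ATP, L-methionine and bulk Escherichia coli tRNA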
# SUMO1 PPI mod = alters human SUMO1 binding to SIM partners. SUMO1 binding to a labelled peptide, TR-FRET, 1 h. inhibition, % at 20 µM. 360,000 compounds, 0.33% hits; in the data active = inhibition above about 37%
# Target sequence (P63165 whole entry, looked up): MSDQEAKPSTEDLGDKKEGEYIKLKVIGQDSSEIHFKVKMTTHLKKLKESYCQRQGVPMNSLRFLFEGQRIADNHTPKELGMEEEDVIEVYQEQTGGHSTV
# Scp-1 inhibitor = blocks human Scp-1 phosphatase activity; Q9GZU7; Recombinant Scp1, phosphopeptide, malachite green phosphate absorbance; inhibition, % at 20 µM; 340,000 compounds, 0.88% hits;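 active = inhibition above about 50% at 20 µM, limit read from the data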;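 note: plate controls were DMSO wells with enzyme for no effect and wells lacking enzyme for full effect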
#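 Test system – truncated SCP-1 phosphatase (76-261aa) · Reagent – Phosphorylated 17-residue peptide substrate · Incubation – 45 min room-temperature reaction, 5 min colour, 30 min stabiliser · Detection – colorimetric phosphate reagent with accelerator and stabiliser, absorbance at 630 nm · Measure – % inhibition at 20 µM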
# NadD block = blocks S. aureus nicotinate mononucleotide adenylyltransferase | purified NadD enzyme, colorimetric absorbance read-out | inhibition, % at 20 µM | 360,000 compounds, 0.78% hits; in the data active = inhibition above about 26%; note: some compounds past the cut are filed as inactive
# DNMT1 block = inhibitors of human DNMT1. inhibition (reported as % activation of signal), % at 10 µM. DNMT1 molecular beacon, Hinp1I cleavage, fluorescence. 360,000 compounds, 0.83% hits; in the data active = inhibition above about 50%
# Rpn11 block = inhibitors of human proteasome Rpn11 | human 26S proteasome, Ub4-pepOG fluorescence polarization; 20S core pre-blocked with epoxomicin | 360,000 compounds, 0.59% hits | calls only at 20 µM;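 active = inhibition at 20 µM, scaled to each plate's controls, above about 33%, limit read from the data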
# Target sequence (O00487 whole entry, looked up): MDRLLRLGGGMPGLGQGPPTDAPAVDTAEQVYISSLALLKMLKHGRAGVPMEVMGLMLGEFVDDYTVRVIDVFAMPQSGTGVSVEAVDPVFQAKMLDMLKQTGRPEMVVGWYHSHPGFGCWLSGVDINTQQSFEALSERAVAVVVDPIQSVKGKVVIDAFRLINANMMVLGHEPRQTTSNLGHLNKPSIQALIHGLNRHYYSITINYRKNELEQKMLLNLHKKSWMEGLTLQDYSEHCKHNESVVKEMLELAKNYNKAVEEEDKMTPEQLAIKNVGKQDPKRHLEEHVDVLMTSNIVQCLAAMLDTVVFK
# Numbers without * were called inactive; i = inactive; / = not tested or not shown.
SMILES,CSN deneddyl inh,MLLE-PAM2 inh,LMPTP block,STEP inh,TbMetRS inhib,SUMO1 PPI mod,Scp-1 inhibitor,NadD block,DNMT1 block,Rpn11 block
Cc1ccnc(SCC(=O)c2cccc([N+](=O)[O-])c2)n1,-2,23,-2.4,-3,-0.1,-9,-2,-2,0,i
O=C(O)CSCC(=O)NCc1ccc(Cl)cc1Cl,3,3,-1.3,1,0.1,-4,-6,-1,3,i
CCc1ccc(-n2nc3cc(C)c(N)cc3n2)cc1,-5,-9,2.3,-1,-0.6,-6,23,11,-14,i
CCC(=O)Nc1ccc(S(=O)(=O)Nc2c(C)nc3nc[nH]n3c2=O)cc1,1,-5,-1.1,0,0.5,1,-5,2,2,i
O=c1nc2c(-c3cccc(Br)c3)n[nH]n2c2ccccc12,0,-5,6.3,-2,0.2,45*,6,3,1,i
Cc1ccccc1OCCn1c(=O)oc2ccccc21,0,-1,-0.8,0,-1.1,-3,-3,0,-2,i
COc1ccc(Cl)cc1NC(=O)CN(C)C(=O)c1ccc(COc2ccccc2)cc1,-1,-16,3.2,-1,-0.7,-3,-3,-13,-3,i
C=CCc1ccccc1Oc1cc(OC)nc(N)n1,-1,1,0.5,2,-0.1,3,-7,-3,2,i
CC(C)c1ccc(NC2CCCN(C(=O)CCN3Cc4ccccc4C3=O)C2)cc1 (centres undefined),0,-3,0.7,1,-0.5,3,-5,-5,0,i
COc1cc(N)c(Cl)cc1C(=O)OCC(=O)c1ccc2c(c1)NC(=O)CO2,4,7,5.2,2,-0.4,3,-1,13,-3,i
Cn1ccnc1C(=O)c1cc(SCC(=O)NCc2ccccc2)nc2ccccc12,3,-6,1.2,5,-0.7,-16,-3,9,4,i
COc1ccc(/C=N/N2C(=N)SCC2=O)cc1,-1,-29,-1.1,-1,0.2,-4,-4,-4,-1,i
Cc1ccc(Nc2c(-c3ccccc3O)nc3ncccn23)cc1,2,-8,3.1,-1,-1.0,-9,-7,-3,-2,i
Cc1ccc(-c2cnc3c(c2)C(=O)N([C@H](C)CO)C[C@H](C)[C@@H](CN(C)Cc2ccccc2F)O3)cc1,-2,-6,-2.6,-2,0.5,2,/,-7,-1,i
O=C(CN(CC1CCCO1)C(=O)CCC(=O)Nc1nccs1)NCc1ccc2c(c1)OCO2 (centres undefined),-1,0,2.3,-3,-0.4,3,-4,-4,3,i
O=C(COc1ccc(Br)cc1CNC1CCCCC1)NCCc1ccccc1,0,16,0.8,2,-0.5,-1,-1,3,2,i
Cc1ccc(OCC(=O)N2CCN(C(=O)c3ccc([N+](=O)[O-])cc3)CC2)cc1,0,-3,-0.4,-2,-0.7,-21,-3,-4,1,i
Cc1nnc(SCC(=O)NC2CCCCC2)[nH]c1=O,0,19,-0.3,1,-0.6,-2,-5,1,0,i
CCC(C)N1C(=O)CN(C2CCCCCC2)C(=O)C1c1ccccc1F (centres undefined),1,2,-0.7,-2,0.6,-1,-2,-1,-1,i
Clc1ccc(CSc2nnc(-c3ccccn3)n2Cc2ccco2)cc1Cl,3,-12,3.2,2,1.0,4,/,2,-6,i
CCCCNC(=O)CS(=O)Cc1nc(-c2cccs2)oc1C (centres undefined),-2,26,0.6,0,0.3,7,-9,2,-25,i
CN1Cc2sc(N)c(C#N)c2CC1(C)C,-5,25,2.9,-1,-0.6,-13,-14,1,-7,i
CS(=O)(=O)c1ccc(Cl)c(C(=O)OCC(=O)NC2CCCCCCC2)c1,1,-4,-1.0,-2,-0.2,1,-7,-11,8,i
Cc1ccc(C(=O)C2=C(O)C(=O)N(Cc3cccnc3)C2c2cccc([N+](=O)[O-])c2)o1 (centres undefined),-9,11,-1.1,3,-0.1,-15,7,5,0,i
COc1ccc(OCC(=O)NNC(=O)c2cccnc2)cc1,2,0,0.2,-2,0.4,-1,-5,-5,4,i

# Overlap with the part before: 3 entries, followed by the next part.
SMILES,CSN deneddyl inh,MLLE-PAM2 inh,LMPTP block,STEP inh,TbMetRS inhib,SUMO1 PPI mod,Scp-1 inhibitor,NadD block,DNMT1 block,Rpn11 block
CS(=O)(=O)c1ccc(Cl)c(C(=O)OCC(=O)NC2CCCCCCC2)c1,1,-4,-1.0,-2,-0.2,1,-7,-11,8,i
Cc1ccc(C(=O)C2=C(O)C(=O)N(Cc3cccnc3)C2c2cccc([N+](=O)[O-])c2)o1 (centres undefined),-9,11,-1.1,3,-0.1,-15,7,5,0,i
COc1ccc(OCC(=O)NNC(=O)c2cccnc2)cc1,2,0,0.2,-2,0.4,-1,-5,-5,4,i
CCOC(=O)[C@@H]1[C@H]2COc3cc(OC)ccc3[C@@H]2N2C(=O)N(c3ccc(F)cc3)C(=O)[C@]12C,-5,-1,-0.5,-2,-0.5,3,-5,-3,-9,i
CN(C(=O)c1cccc(NC(=O)Cc2cccc(NC(=O)C3CCN(C(=O)C4CCC4)CC3)c2)c1)C1CC1,-1,4,-1.0,1,-0.1,2,-4,1,5,i
CCCCN(C(C)=O)c1c(N)n(CCC)c(=O)n(CC(=O)Nc2cc(Cl)cc(Cl)c2)c1=O,3,4,0.5,-2,3.1,1,-11,-4,-6,i
Cc1cc2ccccc2n1CCNC(=O)COc1ccc2ccccc2c1,-1,5,1.5,-1,0.3,-6,-11,10,3,i
NS(=O)(=O)c1ccc(CCNC(=O)c2ccc(=O)[nH]c2)cc1,-4,3,0.0,-3,-0.6,6,2,-7,3,i
Cc1ccc(CNC(=O)CN(C)S(=O)(=O)c2ccc3c(c2)n(C)c(=O)c(=O)n3C)cc1,4,4,2.3,0,-0.8,17,-3,-3,1,i
CCOc1ccc(NC(=S)N(CCc2c(C)[nH]c3ccccc23)Cc2cccnc2)cc1,-6,-53,0.0,-1,-0.3,5,-13,14,-18,i
COc1ccc(OC)c(CNc2ccc([N+](=O)[O-])cc2C)c1,-5,-5,2.8,0,1.1,-18,-11,-4,4,i
Cc1onc(-c2ccccc2Cl)c1C(=O)N1CCN(C)CC1,-1,-6,-1.1,1,0.1,-1,-2,-2,0,i
CC1CCC(=NO)C(=NO)C1 (centres undefined),-2,-1,-2.5,-3,-0.1,4,0,1,-4,i
COC(=O)c1c(NC(=O)CSc2nccn2C)sc(C)c1C,2,-29,0.3,0,-0.3,-3,4,1,4,i
CC(=O)NC(c1ccccc1)c1nc(-c2ccc(F)c(Cl)c2)cs1 (centres undefined),2,-5,2.8,0,-0.2,4,/,1,-3,i
Cc1cc(=O)n(C)c2ccc(S(=O)(=O)N3CCOCC3)cc12,2,12,-2.5,-2,-0.8,-1,-6,7,0,i
CCOc1ccc(NC(=O)Nc2ccc(Br)cn2)cc1,3,7,0.7,0,0.8,-1,1,7,-2,i
FC(F)Sc1nnc(-c2cccs2)n1-c1ccccc1,-6,-14,-0.9,1,-0.7,0,-1,-4,3,i
Cc1cc(NC(=O)CSc2nc3ccccc3c(=O)n2C(C)c2ccccc2)no1 (centres undefined),0,-8,1.7,4,-0.7,1,-20,6,-6,i
O=C(Nc1cccnc1)c1cc(S(=O)(=O)N2CCCCC2)c(Cl)cc1Cl,1,5,-1.9,-2,0.0,5,-3,-4,-2,i
COc1ccc(CN2C(=O)C(O)(CC(=O)c3ccc4c(c3)OCO4)c3ccccc32)cc1OC (centres undefined),-5,4,0.9,0,0.5,-3,-11,-1,11,i
CCOc1ccccc1N1CC(C(=O)Nc2nccs2)CC1=O (centres undefined),-2,-8,-3.1,-8,-0.8,-3,-2,0,4,i
CC1(C)Oc2ccc3ccc(=O)oc3c2[C@H](O)[C@H]1O,-7,1,0.9,1,0.1,-1,4,1,0,i
CC(C)(C)c1ccc2c(c1)C(c1ccc3c(c1)OCO3)CC(=O)O2 (centres undefined),3,-1,3.1,4,-1.0,4,-7,-1,-1,i
Cc1ccc(C)c(-n2c(SCC(=O)NCC3CCCO3)nnc2-c2ccoc2C)c1 (centres undefined),-3,-3,-0.1,-3,0.5,1,3,8,2,i
CCOc1cc(C)c(Cl)cc1S(=O)(=O)NCC1CCCO1 (centres undefined),-1,17,-1.2,-2,-1.0,9,-5,-5,-1,i
Cc1nnc(NC(=O)CSc2ccc(-c3ccc(Cl)cc3)nn2)s1,-5,8,0.9,11,0.0,0,-6,1,2,i
CCN(C(=O)Cc1c(C(=O)O)n(C)c2ccccc12)c1ccc(F)cc1,-4,-9,0.2,1,0.1,3,-6,-2,0,i
C=CCSc1nnc(NC(=O)CSc2nc3ccccc3o2)s1,5,-59,0.0,1,-0.8,5,-9,8,-2,i
O=C(Cn1ncc2c3ccccc3n(Cc3ccccc3F)c2c1=O)NC1CC1,1,0,-1.0,-3,-0.2,-5,-5,-2,19,i

# Another view of some results above:
Structure | CSN deneddyl inh | MLLE-PAM2 inh | LMPTP block | STEP inh | TbMetRS inhib | SUMO1 PPI mod | Scp-1 inhibitor | NadD block | DNMT1 block | Rpn11 block
FC(F)Sc1nnc(-c2cccs2)n1-c1ccccc1 | -6 | -14 | -0.9 | 1 | -0.7 | 0 | -1 | -4 | 3 | i
CCc1ccc(-n2nc3cc(C)c(N)cc3n2)cc1 | -5 | -9 | 2.3 | -1 | -0.6 | -6 | 23 | 11 | -14 | i
O=C(Nc1cccnc1)c1cc(S(=O)(=O)N2CCCCC2)c(Cl)cc1Cl | 1 | 5 | -1.9 | -2 | 0.0 | 5 | -3 | -4 | -2 | i
COc1ccc(/C=N/N2C(=N)SCC2=O)cc1 | -1 | -29 | -1.1 | -1 | 0.2 | -4 | -4 | -4 | -1 | i

# 3 compounds already listed, sorted by the number in SUMO1 PPI mod, rising.
SMILES,CSN deneddyl inh,MLLE-PAM2 inh,LMPTP block,STEP inh,TbMetRS inhib,SUMO1 PPI mod,Scp-1 inhibitor,NadD block,DNMT1 block,Rpn11 block
Cc1onc(-c2ccccc2Cl)c1C(=O)N1CCN(C)CC1,-1,-6,-1.1,1,0.1,-1,-2,-2,0,i
Cc1nnc(NC(=O)CSc2ccc(-c3ccc(Cl)cc3)nn2)s1,-5,8,0.9,11,0.0,0,-6,1,2,i
Cc1ccc(CNC(=O)CN(C)S(=O)(=O)c2ccc3c(c2)n(C)c(=O)c(=O)n3C)cc1,4,4,2.3,0,-0.8,17,-3,-3,1,i

# Compounds as they come, and some 3.6% of all compounds hit somewhere here.
